# From PubChem
# TCR CD3 inh – inhibitors of human TCR-CD3 interaction, primary screen, biochemical, fluorescence, TAMRA-labeled TCR probe; inhibition, % at 9.4 µM; T-cell receptor (TCR); AID 651800, 2012; actives 0.37% (n = 360,000); in the data active = inhibition above about 19%;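 note: recombinant mutant TCR 2C K166C tagged with TAMRA read by polarization; 0% = receptor in buffer alone and 100% = receptor with positive control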
# SIAE primary – human SIAE inhibitors, primary screen, biochemical, fluorescence polarization, FP-Rh probe, 1536-well HTS; actives 0.69% (n = 370,000); inhibition, % at 9.66 µM; SIAE FP-Rh probe binding; Sialate O-acetylesterase (Homo sapiens), Q9HAT2;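 active = inhibition above a cutoff: mean of compounds within the control limits plus 3 SD of those, cut at about 17% in these data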;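 note: 0% = plate median of compound wells and 100% = probe without SIAE protein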
# PRMT1 FP inh – PRMT1 methyltransferase inhibitors, primary screen, biochemical, fluorescence polarization. recombinant PRMT1, activity-based probe fluorescence polarization. inhibition, % at 2.79 µM. actives 1.3% (n = 370,000). AID 652257, 2013;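 active = inhibition above about 21% made by adding two undisclosed values, limit read from the data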
# MBD2 inh – inhibitors of MBD2 binding to methylated DNA, primary screen, biochemical, TR-FRET, DNA-binding domain, human; Methyl-CpG-binding domain protein 2 (Homo sapiens), Q9UBB5; MBD2 binding to methylated oligonucleotide; inhibition, % at 4.4 µM; actives 0.31% (n = 370,000); AID 686964, 2013; in the data active = inhibition above about 13%
# Target sequence (Q9UBB5 whole entry, looked up, the tested form may be a part): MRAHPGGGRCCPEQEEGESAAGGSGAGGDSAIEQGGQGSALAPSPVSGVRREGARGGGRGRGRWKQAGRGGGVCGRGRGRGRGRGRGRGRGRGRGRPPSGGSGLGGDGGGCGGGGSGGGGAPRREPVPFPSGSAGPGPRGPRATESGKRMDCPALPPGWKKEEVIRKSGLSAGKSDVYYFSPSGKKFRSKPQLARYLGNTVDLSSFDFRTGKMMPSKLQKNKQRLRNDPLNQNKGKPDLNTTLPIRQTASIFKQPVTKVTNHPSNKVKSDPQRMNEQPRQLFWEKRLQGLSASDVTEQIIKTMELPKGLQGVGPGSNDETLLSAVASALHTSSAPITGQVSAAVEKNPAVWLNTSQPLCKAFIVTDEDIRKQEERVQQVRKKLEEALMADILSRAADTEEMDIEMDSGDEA
# GC-B act – human GC-B receptor activators, primary screen, HEK293 GC-B cells, cGMP TR-FRET, EC30 CNP; Atrial natriuretic peptide receptor 2 (Homo sapiens), P20594; 0% at EC30 CNP, 100% saturating CNP; activation, % at 10 µM; actives 0.11% (n = 370,000); AID 1920062, 2024;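 active = activation at 10 µM reaching about 35% in either raw or pattern-adjusted values, limit read from the data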
# LEDGF integ inh – blockers of LEDGF/p75-dependent integrase strand transfer – biochemical, TR-FRET, high throughput, primary screen; TR-FRET IN-LEDGF/p75 DNA integration, Eu/Cy5; inhibition, % at 3.7 µM; actives 0.64% (n = 370,000);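 active = inhibition above the screen-wide mean plus 3 SD, cut at about 13% in these data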;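 note: signal is the Cy5 over europium emission ratio at 671 and 618 nm; 0% = plate median of compound wells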
# TDP2 inh – human TDP2 enzyme inhibitors, primary screen, biochemical, epi absorbance, recombinant enzyme. T5PNP hydrolysis, p-nitrophenol absorbance 415 nm. inhibition, % at 12.8 µM. actives 0.34% (n = 370,000). AID 720702, 2013;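 active = inhibition above the mean of all tested compounds plus 3 SD, set per campaign, cut at about 25% in these data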;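 note: 0% = DMSO with enzyme and 100% = buffer with substrate but no TDP2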
#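 Material: recombinant human TDP2; quantity: TDP2 enzyme at 120 nM final; medium: Tris-HCl pH 7.5 with MgCl2; compound: single concentration, 12.8 µM nominal, with 1% DMSO; incubation: 2 h enzyme incubation at 37 °C; signal: epi absorbance; measure: percent inhibition; benchmarks: high control without enzyme, low control DMSO plus TDP2; repeats: singlicate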
# HTRA1 inhibitor – HTRA1 serine protease inhibitors, primary screen, biochemical, fluorescence polarization, HTS | actives 0.5% (n = 340,000) | Q92743 | inhibition, % at 5.96 µM | recombinant HTRA1, FP-rhodamine activity-based probe; in the data active = inhibition above about 36%;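 note: 0% = enzyme with DMSO and 100% = wells lacking enzyme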
# mABHD4 FP – ABHD4 inhibitors, primary screen, biochemical, fluorescence polarization, mouse. (Lyso)-N-acylphosphatidylethanolamine lipase (Mus musculus), Q8VD66. purified mABHD4, FP-Rh probe fluorescence polarization. inhibition, % at 8.92 µM. actives 0.54% (n = 370,000);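 active = inhibition exceeding the mean over every tested compound plus 3 SD, cut at about 30% in these data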;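 note: 0% = plate median of compound wells and 100% = S159A mutant with DMSO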
# Target sequence (Q8VD66 whole entry, looked up): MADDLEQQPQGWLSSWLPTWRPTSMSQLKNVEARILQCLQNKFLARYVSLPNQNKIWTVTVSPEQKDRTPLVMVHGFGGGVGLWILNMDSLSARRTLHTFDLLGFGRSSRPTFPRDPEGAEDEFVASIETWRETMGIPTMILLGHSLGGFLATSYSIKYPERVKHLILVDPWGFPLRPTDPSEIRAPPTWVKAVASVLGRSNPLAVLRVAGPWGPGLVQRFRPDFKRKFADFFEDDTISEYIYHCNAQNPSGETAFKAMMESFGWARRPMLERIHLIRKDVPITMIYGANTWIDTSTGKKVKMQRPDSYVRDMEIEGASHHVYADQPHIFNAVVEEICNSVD
#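 Doses – 8.92 µM, single dose · Material – wild-type mouse ABHD4 protein · Replication – single well per compound (singlicate) · Measure – percent inhibition of probe binding, normalized to plate controls · Schedule – 45 min compound pre-incubation plus 60 min probe step, 25 °C · Detection – fluorescence polarization with parallel and perpendicular emission, 525/598 nm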
# rCAG binder – binders of r(CAG) RNA repeats, primary screen, biochemical, fluorescence | r(CAG) RNA repeat, TO-PRO-1 dye displacement fluorescence | actives 1.3% (n = 370,000) | inhibition, % at 3 µM;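 active = inhibition above the plate cutoff, the mean of all test compounds on that plate plus 3 SD, cut at about 35% in these data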;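 note: 0% = DMSO alone and 100% = 100 µM mitoxantrone as full dye displacement; higher means more dye released from RNA so lower well fluorescence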
# Numbers without * were called inactive; nt = no result given.
SMILES,TCR CD3 inh,SIAE primary,PRMT1 FP inh,MBD2 inh,GC-B act,LEDGF integ inh,TDP2 inh,HTRA1 inhibitor,mABHD4 FP,rCAG binder
COc1ccc(C(CNC(=O)CSc2ccc(Br)cc2)N2CCOCC2)cc1 (centres undefined),-7,-2,-7,-2,-10,3,-16,-6,0,-6
COc1ccc(CN(C)C[C@H]2OCCCC[C@@H](C)Oc3ccc(NC(=O)c4ccccc4)cc3C(=O)N([C@H](C)CO)C[C@@H]2C)cc1,-9,-1,1,4,0,0,6,-6,6,1
COC(OC)C1(C)C(C#N)=C(N)Oc2c1c(=O)oc1ccccc21 (centres undefined),1,5,4,3,-3,1,-1,2,7,-3
CC(=O)c1c(C)[nH]c(C(=O)OCC(=O)c2c[nH]c3ccccc23)c1C,-3,-2,1,2,-1,-3,-3,-24,-6,7
CCOc1ccc(S(=O)(=O)NN=C(C)c2cccnc2)cc1,-5,-1,-1,0,3,4,3,-3,3,2
CC(=O)NC12CC3CC(C1)CC(C(=O)N1CCN(S(=O)(=O)c4ccccc4C#N)CC1)(C3)C2,-2,28*,4,1,4,-6,-13,4,5,-12
COc1cc(OC)cc(-c2nnc(SCC(=O)Nc3cccc(C(=O)O)c3)s2)c1,6,-4,-4,4,1,-1,4,0,-6,8
CC(C)(C)C(=O)N(Cc1ccc(Cl)cc1)c1cnccn1,-6,-1,4,4,-2,2,-4,-2,-1,-6
Cc1cc2cc(C)c(NCCNC(=O)c3cccc(F)c3)nc2cc1C,0,-4,-1,3,-5,2,-3,-6,9,-6
CCC(C)C(NC(=O)c1ccccc1NC(=O)c1ccccc1)C(=O)N1CCOCC1 (centres undefined),2,-6,6,5,1,0,2,6,4,-8
CCC(C)NC(=O)Cn1cc(S(=O)(=O)N2CCN(c3ccccc3F)CC2)c2ccccc2c1=O (centres undefined),-5,3,-2,1,4,-3,10,-2,1,6
CC1(C)C(=O)Nc2ccccc2N1C(=O)COC(=O)CNS(=O)(=O)c1ccc(Br)cc1Cl,-3,2,-2,1,1,0,-2,-6,-5,5
N/C(=N\OC(=O)CN1C(=O)c2ccccc2C1=O)c1ccc(Br)cc1,4,-7,2,3,3,-3,2,-2,-1,1
COCCNC(=S)N1CCc2cc(OC)c(OC)cc2C1COc1ccc(F)cc1 (centres undefined),3,0,-4,-2,3,-3,-1,-6,-7,-3
CCN(C[C@H]1N[C@@](Cc2ccccc2)(C(=O)OC)[C@H]2C(=O)N(C)C(=O)[C@@H]12)C(=O)c1ccccc1,-8,1,1,2,8,2,4,-2,1,-2
CC(C)OC(=O)c1ccc(NC(=O)CSc2nc3ncccc3[nH]2)cc1,-2,-17,5,9,-6,4,4,-17,-47,3
Cc1ccc(S(=O)(=O)NNC(=O)c2sccc2-n2cccc2)cc1,-3,-1,2,3,-1,0,-6,5,2,1
CCOC(=O)C1C(=O)NC(SCC(N)=O)=C(C#N)C1c1ccccc1OCC (centres undefined),-10,-30,3,-4,-1,2,-9,-26,-67,11
CSc1ncccc1C(=O)NNC(=O)c1ccc(NS(=O)(=O)c2cccs2)cc1,8,-2,-2,-2,0,-1,1,3,1,4
CCOC(=O)c1c(NC(=O)COC)sc(C)c1C,6,-4,-1,1,-7,1,2,-2,-4,-4

# Three entries already listed, ordered by molar mass, highest first:
SMILES,TCR CD3 inh,SIAE primary,PRMT1 FP inh,MBD2 inh,GC-B act,LEDGF integ inh,TDP2 inh,HTRA1 inhibitor,mABHD4 FP,rCAG binder
CSc1ncccc1C(=O)NNC(=O)c1ccc(NS(=O)(=O)c2cccs2)cc1,8,-2,-2,-2,0,-1,1,3,1,4
COCCNC(=S)N1CCc2cc(OC)c(OC)cc2C1COc1ccc(F)cc1 (centres undefined),3,0,-4,-2,3,-3,-1,-6,-7,-3
CCOC(=O)c1c(NC(=O)COC)sc(C)c1C,6,-4,-1,1,-7,1,2,-2,-4,-4

# Taken from above.
# In rCAG binder, `CCOC(=O)C1C(=O)NC(SCC(N)=O)=C(C#N)C1c1ccccc1OCC` (centres undefined) is entered as 11
# In TDP2 inh, `CC1(C)C(=O)Nc2ccccc2N1C(=O)COC(=O)CNS(=O)(=O)c1ccc(Br)cc1Cl` is entered as -2
# In LEDGF integ inh, `CSc1ncccc1C(=O)NNC(=O)c1ccc(NS(=O)(=O)c2cccs2)cc1` is entered as -1
# In HTRA1 inhibitor, `CC(C)OC(=O)c1ccc(NC(=O)CSc2nc3ncccc3[nH]2)cc1` is entered as -17

# Continuation:
SMILES,TCR CD3 inh,SIAE primary,PRMT1 FP inh,MBD2 inh,GC-B act,LEDGF integ inh,TDP2 inh,HTRA1 inhibitor,mABHD4 FP,rCAG binder
Cc1ccccc1OCCNCC(C)O (centres undefined),-2,-3,-2,1,1,8,-1,6,6,2
O=C(Nc1ccc(Cl)c(Cl)c1)C1CCCCC1,2,-5,0,5,-5,-2,3,-29,-13,1
CCn1ccnc1CN1CCN(CCC(C)C)C(CCO)C1 (centres undefined),3,2,-4,4,0,0,-2,-4,0,-5
Cn1cc(S(=O)(=O)N2CCc3ccccc3C2)c(=O)n(C)c1=O,4,-1,-3,-1,-1,0,-1,-2,3,1
Cc1cc(Cl)ccc1N=c1ssnc1Cl,-2,-6,44*,6,17,5,4,3,-13,7
O=C1C(Cc2ccc(O)cc2)NC(=S)N1c1ccccc1 (centres undefined),4,1,1,0,3,-2,1,6,0,2
Cc1ccc(S(=O)(=O)c2cc3c(=O)n4ccccc4nc3n(Cc3ccco3)c2=N)cc1C,-1,-28,8,-1,-1,9,4,nt,2,23
CS(=O)(=O)N(CCc1ccccc1)CC(=O)NCc1ccc(Cl)cc1,6,1,1,-4,-2,1,7,-3,1,-2
NC[C@H](Cc1ccccc1)NCCc1cc(C(F)(F)F)cc(C(F)(F)F)c1,-3,4,2,1,-3,-2,3,2,18,6
COc1ccc(OC)c(C(=O)c2ccc(C(=O)N3CCCCC3)cc2)c1,4,9,-2,-4,4,3,-19,0,5,-2
COc1ccc(N2CCC(CNC(=O)Nc3cccc(OC)c3)C2)cc1 (centres undefined),-6,11,21,-1,-2,-2,-7,-4,5,8
C=C(C)C1CC=C(C)/C(=N\NC(=O)CCC(=O)Nc2ccc(C)c(C)c2)C1 (centres undefined),6,-1,0,-4,-3,0,1,2,0,-3
CCc1nnc(NS(=O)(=O)c2ccc(NC(=S)NC(=O)c3ccncc3)cc2)s1,4,-9,2,6,5,-3,5,-2,-17,19
Cc1cnc(C(=O)NC2CC(C)(C)Cc3c2cnn3-c2cccc(F)c2)cn1 (centres undefined),-3,4,9,10,-6,0,-5,-3,-14,-8
CCOC(=O)NC(CC(=O)O)c1ccc(OC)c(OC)c1 (centres undefined),1,-3,-1,3,-2,-1,6,4,6,0
Cc1ccc(-c2cnc(SCCNC(=O)c3ccco3)[nH]2)cc1,-1,17*,-1,0,-8,-1,18,3,-6,-5
CC(=O)Nc1ccc(NC(=O)CCCCCn2nnc3ccccc3c2=O)cc1,-5,4,4,6,-1,-5,10,9,8,5
O=c1cc(-c2ccccc2)oc2ccc3ccccc3c12,-4,4,-3,-3,-4,-2,11,-9,1,5
CSCCC(NS(=O)(=O)c1ccc(Cl)cc1)C(=O)N1CCN(c2ccccc2)CC1 (centres undefined),4,0,1,3,-4,-1,0,12,7,3
O=C(CSc1nc2ccccc2s1)N/N=C/c1ccco1,5,8,-1,-1,1,2,-12,-5,-3,3
O=Cc1cn(-c2ccccc2)nc1-c1ccncc1,-13,-8,0,-2,0,5,-13,-8,-2,0
CSc1nnc(CCCCCNC(=O)OC(C)(C)C)o1,5,-1,-4,-6,4,0,4,5,0,-3
COC(=O)c1c(C)cc(C)n2c1nc1ccccc12,-5,-3,4,5,4,-5,-11,0,-7,9
O=C(c1ccccc1)c1ccc(C(=O)N2CCN(c3ccc(O)cc3)CC2)cc1,-2,-2,8,-2,-14,-1,-7,8,7,7
CCN(CC(=O)Nc1cc(Cl)ccc1C)C(=O)CCS(=O)(=O)c1ccc(C)cc1,-2,-3,-1,0,0,0,5,-7,-1,-1

# Compound profiles, from the list above.
# Listed for O=C(c1ccccc1)c1ccc(C(=O)N2CCN(c3ccc(O)cc3)CC2)cc1 : TCR CD3 inh: -2; SIAE primary: -2; PRMT1 FP inh: 8; MBD2 inh: -2; GC-B act: -14; LEDGF integ inh: -1; TDP2 inh: -7; HTRA1 inhibitor: 8; mABHD4 FP: 7; rCAG binder: 7
# Listed for O=Cc1cn(-c2ccccc2)nc1-c1ccncc1 : TCR CD3 inh: -13; SIAE primary: -8; PRMT1 FP inh: 0; MBD2 inh: -2; GC-B act: 0; LEDGF integ inh: 5; TDP2 inh: -13; HTRA1 inhibitor: -8; mABHD4 FP: -2; rCAG binder: 0

# An excerpt; rates above refer to the full screens.
